Mot1-301 SUMO: SUMOylation pathway inhibition by Mot1-301 growth rescue; S. cerevisiae Mot1-301 growth rescue, ATP luminescence, 38.5C; percent above DMSO median, 100 means doubled; growth rescue, % at 18.8 µM; 320,000 tested, 1% active; AID 2716;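 active = every valid replicate shows activation above 250% relative to neutral control wells; inactive = the rest, any valid replicate at or below 250%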;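 also: OY570 slx delta 5 strain wells were the positive control but not used for scaling; some compounds called inactive have numbers as strong as hits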
Arr AP2 block: human beta-arrestin and AP2 interaction inhibition; inhibition, % at 10 µM; 340,000 tested, 0.31% active; FITC-arrestin peptide / GST-AP2 beads, flow cytometry; AP2 beta2 appendage carries R879A mutation; AID 504490;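 active = inhibition above a set limit, near 3 SD of compounds lacking own fluorescence, cut at about 54% in these data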;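 also: plate controls were DMSO wells for no effect and 5 µM unlabelled arrestin peptide for full effect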
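Material – AP2 appendage R879A on GSH beads · Buffer or medium – PBS with 0.05% Tween 20 and 0.1% BSA · Probe or stimulus – fluorescein-tagged arrestin peptide at 50 nM final · Incubation – compound with beads 12 min RT, then probe 1 h RT · Detection – high-throughput flow cytometry of beads, ex 488, em 535 nm · Evaluation – percent response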
SR-BI DiI inh: blocks mouse SR-BI lipid uptake from DiI-HDL | Q61009 | inhibition, % at 12.5 µM | 320,000 tested, 0.96% active | ldlA[mSR-BI] CHO cells, DiI-HDL uptake fluorescence, 3 h | AID 488896;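 active = mean replicate inhibition of at least 70% and a set share of replicates each scoring 70 or more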;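 also: 0% = median of neutral control wells and 100% = median of positive control wells; values of inactives mirror those of a sister screen read the other way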
PKA-R2B activ: PKA-R2B complex activation; 340,000 tested, 0.079% active; activation, % at 11.4 µM; PKA-R2B holoenzyme dissociation, Cy5-IP20 fluorescence polarization; R2B truncated from residue 108, S112A mutant; 0% DMSO only, 100% 113 µM cGMP; P22694+P31323; AID 504700;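 active = activation above a cutoff set at the mean over all compounds plus 3 SD, cut at about 18% in these data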;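 also: higher means more holoenzyme dissociation and a rise in polarization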
Pemphigus Ab inh: blocks pemphigus antibody binding to human desmoglein-3 | 310,000 tested, 0.48% active | DSG3-coupled beads, scFv-anti-DSG3-GFP binding, flow cytometry; active compounds read low | P32926 | binding (percent of control), % at 10 µM;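 active = binding more than 3 SD below its plate's average and above zero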;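 also: hits lower antibody fragment binding to DSG3; some compounds called inactive have numbers as strong as hits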
CDK5 inh: CDK5/p35 (human) kinase inhibition | 330,000 tested, 0.01% active | inhibition, % at 10 µM | Recombinant CDK5/p35, ADP-Glo luminescence, 60 min | AID 488839;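 active = highest replicate inhibition of at least 50% and at least 75% of replicates reaching 50%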;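 also: plate controls were DMSO neutral control for no effect and GW8510 at 10 µM for full effect; many of its hits are not listed in these tables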
NSD2 HMT inh: NSD2 (human) methyltransferase inhibition; inhibition, % at 12.5 µM; 310,000 tested, 0.54% active; NSD2 peptide methylation, AlphaScreen, 120 min; O96028; in the data active = inhibition above about 50%
Target sequence (O96028 whole entry, looked up): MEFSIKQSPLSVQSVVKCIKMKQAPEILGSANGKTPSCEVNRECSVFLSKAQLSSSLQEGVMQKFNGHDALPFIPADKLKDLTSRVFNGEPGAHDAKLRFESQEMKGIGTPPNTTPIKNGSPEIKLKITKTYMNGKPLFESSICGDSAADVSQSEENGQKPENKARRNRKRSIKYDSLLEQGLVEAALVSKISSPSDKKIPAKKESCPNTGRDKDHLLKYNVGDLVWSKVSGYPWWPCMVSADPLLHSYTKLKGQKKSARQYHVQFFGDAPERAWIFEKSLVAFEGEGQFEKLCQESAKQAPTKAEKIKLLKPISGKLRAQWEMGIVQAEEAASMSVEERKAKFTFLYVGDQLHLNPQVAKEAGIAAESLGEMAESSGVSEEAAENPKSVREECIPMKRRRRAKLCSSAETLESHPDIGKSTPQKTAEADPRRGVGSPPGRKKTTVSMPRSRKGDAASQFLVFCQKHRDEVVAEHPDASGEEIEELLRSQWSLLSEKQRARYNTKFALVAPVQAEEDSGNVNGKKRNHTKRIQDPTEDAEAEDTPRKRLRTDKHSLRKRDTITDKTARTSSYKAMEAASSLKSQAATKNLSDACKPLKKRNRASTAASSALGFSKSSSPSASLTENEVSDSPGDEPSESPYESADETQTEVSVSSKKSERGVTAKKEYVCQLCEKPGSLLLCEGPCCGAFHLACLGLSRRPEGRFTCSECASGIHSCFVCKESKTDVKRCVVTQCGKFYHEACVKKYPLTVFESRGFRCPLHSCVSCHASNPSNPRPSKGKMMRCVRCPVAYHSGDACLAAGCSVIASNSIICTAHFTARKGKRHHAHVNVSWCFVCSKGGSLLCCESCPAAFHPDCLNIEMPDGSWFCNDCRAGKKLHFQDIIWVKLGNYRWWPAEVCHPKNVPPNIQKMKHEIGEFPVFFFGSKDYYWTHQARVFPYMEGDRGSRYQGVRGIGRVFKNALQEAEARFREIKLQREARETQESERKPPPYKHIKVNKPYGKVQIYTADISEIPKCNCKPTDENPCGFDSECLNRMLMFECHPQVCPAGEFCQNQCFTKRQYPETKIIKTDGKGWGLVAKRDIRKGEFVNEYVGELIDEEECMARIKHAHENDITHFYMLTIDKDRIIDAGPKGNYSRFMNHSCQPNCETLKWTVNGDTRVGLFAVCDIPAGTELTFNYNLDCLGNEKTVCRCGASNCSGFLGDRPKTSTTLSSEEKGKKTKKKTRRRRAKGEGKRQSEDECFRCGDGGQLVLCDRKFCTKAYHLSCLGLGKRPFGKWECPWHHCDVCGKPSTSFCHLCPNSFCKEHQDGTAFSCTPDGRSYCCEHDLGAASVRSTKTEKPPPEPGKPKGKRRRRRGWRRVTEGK
MITF act: activators of MITF-driven TRPM1 promoter activity in SK-MEL-5 cells | activation, % at 12.5 µM | AID 588334 | SK-MEL-5 TRPM1-promoter luciferase, 24 h; % of positive control, neutral wells = 0 | 300,000 tested, 0.75% active;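 active = mean activation of at least 80% with every replicate also reaching 80%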;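 also: 0% = neutral control wells and 100% = parthenolide positive control wells; values of inactives mirror those of a sister screen read the other way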
PKA-R1A activ: activators of PKA-R1A complex; P00514+P68181; PKA-R1A dissociation, Cy5-IP20 fluorescence polarization; scaled: DMSO 0%, 113 µM cGMP 100%; activation, % at 11.4 µM; 340,000 tested, 0.083% active; AID 504707;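 active = percent activation above the mean of all tested compounds plus 3 SD, cut at about 19% in these data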;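 also: higher means more PKAc released from R1A so a rise in polarization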
dFosB activator: enhances mouse delta FosB homodimer DNA binding; P13346; purified delta FosB, TAMRA-CDK5 oligo fluorescence polarization; percent of positive-control signal above neutral wells; activation, % at 25 µM; 340,000 tested, 0.99% active; AID 493131;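 active = mean activation above about 17%, with every replicate also reaching it, limit read from the data, passing the limit was not always enough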;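 also: fluorescence polarization rise as delta FosB binds a TAMRA Cdk5 AP-1 oligo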
SR-BI uptake up: activators of SR-BI mediated HDL lipid uptake; CHO ldlA[mSR-BI] cells, DiI-HDL uptake fluorescence, 3 h; 100 = double the neutral-control signal; activation, % at 12.5 µM; 320,000 tested, 0.096% active; AID 504775;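 active = mean replicate activation of at least 60% and every replicate at or above 60%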;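 also: 0% = median plate neutral-control signal and 100% = twice that signal; values of inactives mirror those of a sister screen read the other way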
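system = CHO ldlA[mSR-BI] cells, LDL receptor-null, SR-BI overexpressing | medium = Ham's F12 with 0.5% BSA, HEPES 25 mM, pH 7.4 | probe or stimulus = DiI-HDL 10 µg/mL | compound dosing = single-point compound dose | incubation = compound exposure 3 h, 37 °C | technique = DiI fluorescence, bottom read | read-out = cell-associated DiI fluorescence as measure of HDL uptake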
Active calls of the source: *; i = inactive; / = not tested or not shown.

Values run as follows: Mot1-301 SUMO, Arr AP2 block, SR-BI DiI inh, PKA-R2B activ, Pemphigus Ab inh, CDK5 inh, NSD2 HMT inh, MITF act, PKA-R1A activ, dFosB activator, SR-BI uptake up
- O=C(COC(=O)CC1CCCC1)Nc1cccc(F)c1
→ -4, 47, -13, 7, 99, -0.7, -4, 8, 6, -11, 13
- CC(=O)c1cccc(N2C(=O)Nc3ccccc3N2O)c1
→ -9, -5, -3, -1, 82, -0.1, 0, -3, -1, -1, 3
- O=C(COC(=O)/C=C/c1cccc(C(F)(F)F)c1)NCc1cccs1
→ -6, 13, -28, -13, /, 0.7, -2, 1, -10, 7, 28
- CCCc1cc(=O)[nH]c(SCC(=O)N2CCc3cc(OC)c(OC)cc3C2)n1
→ -11, -2, 12, -4, 103, 1.3, 7, -8, 10, -1, -12
- CC1(C)CC(=O)C/C(=N/NC(=O)C2CCN(S(=O)(=O)c3cccs3)CC2)C1
→ 2, 1, -30, -9, 101, 2.2, -1, 13, 2, -2, 30
- O=S(=O)(NC1CCCC1)c1ccc(Br)s1
→ 1, 14, -24, 1, /, 0.3, /, -6, 11, -5, 24
- CC(C)c1nc(SCC(=O)Nc2cccc3ccccc23)n[nH]1
→ -5, 7, 6, 7, 92, -2.3, -2, -23, 4, -7, -6
- COc1ccc(/C=C/C(=O)c2ccc[nH]2)cc1OC
→ 6, 13, 3, 1, 107, 1.3, 2, 59, 2, -8, -3
- Cc1cc(Oc2ccccc2)nc(-c2ccccc2O)n1
→ 7, -2, 15, -12, 102, -0.2, -5, 13, -7, 5, -15
- Cc1ccccc1SCC(=O)NCC(c1ccc(F)cc1)N1CCOCC1 (configuration not stated)
→ 10, -6, -28, 0, 107, -2.2, -4, 1, 2, -1, 28
- COc1ccccc1N(CC(=O)NCc1ccco1)S(=O)(=O)c1ccc(C)cc1
→ -16, -5, /, -2, -60*, 0.0, /, -7, -2, -13, /
- O=C(CSc1nc(C2CC2)nc2ccccc12)N1CCc2ccccc21
→ /, 0, 22, -7, 83, -0.4, -3, -8, -7, -2, -22
- CCOC(=O)C1CCN(C(=O)Nc2ccc(OCc3ccccc3)cc2)CC1
→ -11, -9, 11, -3, 102, 1.4, 0, /, 9, -6, -11
- O=S(=O)(c1ccc(Br)s1)N1CCN(c2ccccn2)CC1
→ 158, 2, 3, -3, 104, -2.4, /, -7, 0, -8, -3
- NNC(=O)CSCc1ccc(Cl)cc1Cl
→ 417, -2, -7, -18, 89, 0.1, -1, 5, 2, -2, 7
- CCCCOP(=O)(c1ccc(N(C)C)cc1)C(O)c1ccc(OC)cc1 (configuration not stated)
→ 4, 4, 0, 4, 102, -0.2, -2, 1, 2, -6, 0
- CCN(CC)C(=O)N1c2ccccc2CC(N(CC)CC)c2ccccc21 (configuration not stated)
→ 0, 0, -15, 5, 75, 0.1, 3, -6, -15, -2, 15
- NS(=O)(=O)c1cccc(NC(=O)CSc2nc3ccccc3c(=O)n2CCCN2CCOCC2)c1
→ 4, 3, -9, -3, 111, -0.4, -1, 10, 0, -10, 9
- CC(C)(C)N(Cc1ccccc1)C(=O)COC(=O)c1ccc(N2CCCC2=O)cc1
→ -13, 6, -5, -5, 102, -0.6, -4, -15, 0, -4, 5
- Cc1ccc(S(=O)(=O)N(C)C)cc1NC(=O)c1cc(S(=O)(=O)N2CCCCC2)ccc1N1CCOCC1
→ /, 8, -1, -7, 122, 0.0, -1, -6, -3, -9, 1
- CC(C)OCCCN1CC(=O)N2C(c3ccccc3)c3[nH]c4ccccc4c3C[C@H]2C1=O (some centres not stated)
→ -21, -3, 67, 4, 97, -0.2, 1, -15, -1, -5, -67
- CC(C)NC(=O)CC(=O)N/N=C/c1c(F)cccc1Cl
→ -9, -3, -9, 6, 81, -1.2, -8, 4, -4, 1, 9
- Cc1oc(-c2cccc(F)c2)nc1CN1CCCCC1CCc1ccccn1 (configuration not stated)
→ 16, -1, -6, -3, 108, -1.5, 1, -6, 2, -14, 6
- CCOc1ccc(C(=O)NNC(=O)CN2C(=O)C3CC=CCC3C2=O)cc1OC (configuration not stated)
→ -8, -8, -11, 5, 102, -0.3, /, 5, -8, -6, 11
- COCCOC(=O)c1[nH]c2c(c1C)C(=O)CC(c1cccs1)C2 (configuration not stated)
→ /, 8, /, -7, 91, 0.0, -9, -16, -7, 2, /
- COc1ccc(N2CCN(c3cc(C)c4ccc(O)cc4n3)CC2)cc1
→ -5, 7, 39, 3, 102, -1.9, /, /, 5, 1, -40
- CC(C)C[C@H](N)c1cn([C@@H](CCCCN)C(=O)N2CCNCC2)nn1
→ -4, 17, 2, 10, 99, -0.9, /, -3, -8, 0, -2
- Cc1cccnc1NC(=O)C1CCN(S(=O)(=O)c2ccc3ccccc3c2)CC1
→ -2, -7, 19, -1, 101, 1.2, 0, -2, 2, -18, -19
- COc1ccc(NC(=O)CNc2ccccc2C(C)=O)cc1S(=O)(=O)N1CCOCC1
→ 1, -14, 10, 1, 100, -0.9, 1, -10, 0, -6, -10
- Cc1ccc(NC(=O)CN(C(=O)N2CCN(C)CC2)S(=O)(=O)c2ccc(C)cc2)cc1
→ -2, -1, -21, -12, 102, 0.1, -1, 8, -7, 3, 21

Next section.
Values run as follows: Mot1-301 SUMO, Arr AP2 block, SR-BI DiI inh, PKA-R2B activ, Pemphigus Ab inh, CDK5 inh, NSD2 HMT inh, MITF act, PKA-R1A activ, dFosB activator, SR-BI uptake up
- Cc1ccc(OCC(O)CN2CC3(C)CC2CC(C)(C)C3)cc1 (configuration not stated)
→ 1, -2, -10, -2, 106, -0.1, 19, 5, -9, 2, 10
- O=C(CSc1ccc2c(c1)OCCO2)Nc1ccc(N2CCOCC2)cc1
→ -2, 5, 18, 7, 104, -1.2, 1, 7, 1, -3, -18
- CC1Cc2ccccc2N1C(=O)CNCCCN(C)C (configuration not stated)
→ -13, 8, -29, 2, 84, -1.7, -2, -8, -10, 1, 29
- CCOc1cc(C(=O)Nc2ccccc2N2CCN(S(C)(=O)=O)CC2)cc(OCC)c1OCC
→ 24, 3, 35, -15, 103, 0.2, 2, 4, -6, 5, -35
- Cc1ccc(CNC(=O)CNC(=S)N(Cc2ccccc2)Cc2cccnc2)cc1
→ 6, -30, -21, -10, 100, 1.1, 2, -9, -1, -13, 21
- O=C(CSc1n[nH]c(-c2ccccc2)n1)NC(=O)NCc1ccco1
→ -11, 11, -4, 2, 100, -2.2, 6, 3, -10, -1, 4
- O=C(CSc1ccc(F)cc1)NCCSc1ccccc1
→ -15, 2, -19, -6, 105, -0.3, -1, 13, 5, 2, 19
- O=C(COC(=O)CNC(=O)c1ccccc1F)NCCNC(=O)COC(=O)CNC(=O)c1ccccc1F
→ i, 0, -10, -5, 100, 1.0, -4, 6, 4, 2, 10
- CC(C)(C)C(=O)c1cn(CC(=O)O)c2ccccc12
→ 14, 16, -3, 1, 105, 0.6, -2, -5, -9, -4, 3
- NS(=O)(=O)c1ccc(CCNC(=O)CNC(=O)c2ccc(Oc3ccccc3)cc2)cc1
→ -19, 2, 0, 8, 106, 1.7, -1, -2, 13, 0, 0
- CCS(=O)(=O)N1CCCC(c2nc(-c3cccc(OC)c3)no2)C1 (configuration not stated)
→ -5, 13, 8, -3, 101, -0.3, -15, 56, -4, -1, -8
- O=C(COC(=O)c1ccc(O)cc1)NC1CCCC1
→ 25, 7, -18, -7, 101, -1.6, 0, 10, -7, -3, 18
- Cc1cccc(NC(=O)CCN2C(=O)c3ccccc3C2=O)n1
→ 124, -8, -16, 7, 116, -3.2, 0, 5, -6, -2, 16
- O=C(NC1(C(F)(F)F)N=C2SCCN2C1=O)c1ccco1 (configuration not stated)
→ -6, 1, -27, 2, 101, -0.9, 1, 3, -9, -2, 27
- COc1ccc(Cl)cc1NC(=O)CNC(c1ccccc1)c1ccccc1
→ -17, 5, 38, 17, 112, 1.2, -1, -1, -7, -11, -38
- Cn1ncc(Cl)c1C(=O)N1CCOCC1
→ 3, 20, 9, -6, 93, 0.0, -5, -3, 7, -5, -9
- CC(=O)N1C(=O)/C(=C2\SC(=S)N(NS(=O)(=O)c3ccc(C)cc3)C2=O)c2ccccc21
→ /, -3, -24, -12, 98, -0.1, 10, -17, 5, -7, 24
- COc1cc2c(cc1OC)C(=O)CCC2
→ /, -3, 4, -6, 95, 2.1, -2, 7, -3, -3, -4
- COCCOc1cc(NC(=O)c2cccc(OC)c2)c(Cl)cc1Cl
→ -3, -13, 68, -5, 82, 1.2, -1, -4, -9, -14, -68
- CC(c1ccco1)N(C(=O)Nc1ccccc1)C1CCCCC1 (configuration not stated)
→ 1, 1, -24, -2, 105, -0.6, 0, -11, 1, 0, 24
- CCc1nnc(NS(=O)(=O)c2ccc(NC(=O)COc3ccc(Cl)c(C)c3)cc2)s1
→ 4, 2, 7, 2, 104, -0.3, 7, -3, -11, -4, -7
- CCC(=O)Nc1ccc(C(=O)NNC(=O)COc2cccc(C)c2)cc1
→ -4, 1, 23, 4, 131, -3.3, 2, 3, 20*, 4, -23

Screening results (PubChem BioAssay)
